Lipid storage S3 – qHTS Assay for Lipid Storage Modulators in Drosophila S3 Cells; Drosophila S3 cells, BODIPY lipid droplet fluorescence, 18-24 h; cells fed with added oleic acid; AID 2685; Potency in µM for hits, for the others lipid storage change, negative = inhibition, % at the top dose, mostly 46.1 µM; 320,000 tested, 0.64% active; active = well fitted inhibition curve with a large enough effect in the signal ratio, with a control signal flat, not every such curve was filed as active; inconclusive = small, poorly fitted or top-dose-only effect, or effect the other way, or a change in a side signal; the % refers to the signal ratio
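Drosophila S3 cells loaded with oleic acid (400 uM, as added) and compounds at several concentrations; lipid droplets imaged by 488-nm laser-scanning cytometry, 500–530 nm intensity and object ratio to cell channel. Percent activity normalized to 20 uM Triacsin C.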
Lipid storage S3 cell count max – second read-out of Lipid storage S3, no call of its own (marks repeat the call); cell number change, %; measured here: cell count max response;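 cells counted by Cell Tracker Red CMTPX staining in the red channel; peak over a dose series mostly up to 46.1 µM; percent activity relative to internal control wells on each plate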
* marks the source's active call; other numbers are inactive results; i = inactive; ? = inconclusive; · = no result given; [ ] = another dose, or the depositor's remark. % is set by controls: 0 for no effect and ±100 for the full control effect; potency is the fitted concentration of half-maximal effect. A portion of the library. The share of hits here may be higher or lower than overall.

SMILES	Lipid storage S3 cell count max	Lipid storage S3
O=c1c2ccsc2ncn1Cc1ccc(Cl)cc1	4	10%
Cc1ccc(C(=O)CSC2=C(C#N)C(c3ccco3)C3=C(CCCC3=O)N2)cc1 (stereo not given)	·	?
CCOC(=O)C1CCCN(C2CC(=O)N(c3cccc(C)c3)C2=O)C1 (stereo not given)	·	?
CCOc1cccc(NC(=O)CSc2nc(C)c3c(c2C#N)CCCC3)c1	·	?
CNc1c([N+](=O)[O-])cnn1-c1ccc(C)cc1	·	?
O=C(Nc1nnc(C2CC2)s1)c1ccncc1	-3	7%
Cc1cnc(C(=O)OCC(=O)N2CCN(S(=O)(=O)c3ccc(Cl)cc3)CC2)cn1	·	?
COc1ccc(C2=NOC(CNC(=O)c3ccccc3Br)C2)c(OC)c1 (stereo not given)	15	2%
Cc1nn2cc(-c3ccc(-c4ccccc4)cc3)nc2s1	·	?
Cc1noc(C)c1CSc1nnc2sc3ccccc3n12	·	?
O=C(NC1CCCC1)C(c1ccncc1)N(C(=O)c1csnn1)c1ccc(Cl)cc1 (stereo not given)	·	?
Cc1c(Cl)cccc1NC(=S)N1CCN(C(=O)C2CCCO2)CC1 (stereo not given)	13	7%
O=C(Nc1ccnn1C1CCN(Cc2cc3ccccc3[nH]2)CC1)C1CCOC1 (stereo not given)	-14	7%
Cc1cc[n+](CC(=O)c2ccc(NC(=O)c3ccccc3)cc2)c2ccccc12	·	?
CCOC(=O)C1=C(COc2ccc(C)cc2)NC(=O)NC1c1cc(C)ccc1C (stereo not given)	-10	14%
CCOC(CCn1ccc(O)c(Cc2ccc(Cl)cc2)c1=O)OCC	·	?
O=C1C(Cc2ccc(F)cc2)SC(=Nc2ccccc2)N1c1ccccc1 (stereo not given)	·	?
NC(=NC1CCCCC1)c1ccc([N+](=O)[O-])cc1	·	?
Cc1ccc(S(=O)(=O)N(C)c2ccccc2C(=O)Nc2c(F)cccc2F)cc1	·	?
O=C(NCC(c1ccco1)N1CCCC1)c1cc2cc(Cl)ccc2o1 (stereo not given)	-13	16%
O=C(Nc1ccccc1C(=O)N/N=C/c1ccco1)c1ccc(Cl)cc1	·	?
Cc1ccc(-n2nc3c(=O)n(C(C)C(=O)NCc4ccccc4Cl)nc(C)c3c2C)cc1 (stereo not given)	·	?
C/C(CC(=O)Nc1ccc2c(c1)OCCO2)=N\NC(=O)c1ccccn1	·	?
O=C(CSc1nc2ccccc2nc1N1CCCCC1)N1CCN(c2ccccc2)CC1	·	?
Cc1n[nH]c(=O)c2c(NC(=O)COC(=O)COc3cccc(Br)c3)oc(C)c12	·	?
O=C(C1=C[C@@H](c2ccc(C(F)(F)F)cc2)C[C@@H](OCCCCO)O1)N1CCN(Cc2ccccc2)CC1	·	?
Cc1ccc(S(=O)(=O)Cn2nnnc2CN(Cc2ccco2)CC2CCCO2)cc1 (stereo not given)	·	?
CCS(=O)(=O)c1ccc(O)c(NC(=O)CCCC(=O)O)c1	·	15%
COc1ccc(Nc2nc(OC)nc(OC)n2)cc1	-1	8%
O=C(O)c1ccccc1NS(=O)(=O)c1cccc(C(F)(F)F)c1	·	?
COc1ccc(CNC(=O)CSc2nnnn2-c2ccccc2)cc1	·	?
CCOc1cccc(-c2nnc3sc(COc4ccc(OC)cc4)nn23)c1	·	i
COc1cc(CCC(=O)Nc2c(C(=O)N3CCN(c4ccccc4OC)CC3)oc3ccccc23)on1	-16	i
Cc1nc2ccccc2c2ncccc12	·	?
COCCNC(=O)CN(CC1CCCO1)C(=O)CCC(=O)Nc1ccccn1 (stereo not given)	·	?
COc1cc(/C=C(/C#N)C(=O)c2c(C)[nH]c3ccccc23)ccc1OCC#N	-7	-23%
COCCN(CCOC)c1ncc(Cl)c(C(=O)c2c(C)cc3ccccn23)n1	1	13%
Cc1nnc(SCC(=O)Nc2nccs2)n(N)c1=O	-3	-7%
Cc1ccc(S(=O)(=O)N2CCCCC2)cc1NC(=O)CSc1ncnc2ccccc12	-20	i
Cc1nn(C)c(C)c1S(=O)(=O)N1CCC(C(=O)NC2CCCCCC2)CC1	·	15%
Cc1ccc(S(=O)(=O)NC(=O)Nc2cccc([N+](=O)[O-])c2)cc1	·	?
Cc1ccc(NS(=O)(=O)c2cccc(C(=O)Nc3c(C)n(C)n(-c4ccccc4)c3=O)c2)cc1	0	19%
COc1ccc(-c2ccc(/C=N/NC(=O)Cc3nnc(N)s3)o2)cc1Cl	·	?
CCOc1ccc(C(=O)NCC2CCCO2)cc1OCC (stereo not given)	25	-1%[9.22 µM]
CC(C)NS(=O)(=O)c1ccc(CCC(=O)NCc2ccncc2)cc1	-6	0%
CC(C)C1Cc2nc(Cl)c(C#N)cc2CO1 (stereo not given)	2	5%
Cc1ccc(Cc2c(C)nc3nc(SCC(=O)NCCN4CCOCC4)nn3c2C)cc1	·	i
O=C(Nc1ccc2c(c1)Cc1ccccc1-2)c1ccncc1	·	?
Cc1cc(C)cc(-n2nnnc2SCC(=O)Nc2nc(-c3ccc(Cl)cc3)cs2)c1	·	?
CCC(=O)Nc1nnc(SCC(=O)N2c3ccccc3CC2C)s1 (stereo not given)	-21	-10%
CCOC(=O)COc1c(OC)cc(Cl)cc1C1Nc2ccccc2C(=O)N1c1cccc(C)c1 (stereo not given)	·	?
C=CCN(c1ccccc1)S(=O)(=O)c1cccc(C(=O)Nc2ccncc2)c1	·	?
S=C(NCCCN1CCOCC1)Nc1ccc(Cl)cc1	·	?
COc1ccc(OC)c(-c2cc(C(=O)Nc3sc4c(c3C#N)CCC(C)C4)c3ccccc3n2)c1 (stereo not given)	11	0%
Cc1ccc(OCC(=O)Nc2ccc(S(=O)(=O)Nc3cc(C)nc(C)n3)cc2)c(C)c1	·	?
CN(c1ccccc1C(=O)NCc1ccccn1)S(C)(=O)=O	·	?
COc1ccc(NC2=CC(=O)CC(C)(C)C2)cc1OC	·	?
CN(C)C(=O)N1CCCC(C(=O)NCc2ccccc2)C1 (stereo not given)	-23	-5%
Cc1ccc(CNC(=O)[C@@H](NC(=O)C2CCN(C(=O)[C@@H]3CCCN3)CC2)C(C)C)cc1	-8	18%
CNC(=O)OCCSCCS(=O)(=O)c1ccc(Cl)cc1	0	11%

New compounds follow.
SMILES	Lipid storage S3 cell count max	Lipid storage S3
Cc1ccc(Cn2cc(SCC(N)=O)c3ccccc32)cc1	·	i
O=C(C1CCCN(S(=O)(=O)c2ccc(Br)cc2)C1)N1CCOCC1 (stereo not given)	12	13%
COc1ccc(CCC(=O)N2CCN(S(=O)(=O)c3ccc(C)cc3)CC2)cc1	·	?
COC(=O)C1=C(C)N(C)C(=O)NC1c1ccc(O)c(Cl)c1 (stereo not given)	·	-4%
COc1ccc(S(=O)(=O)NCc2ccc(C(=O)N3CCN(c4ccccn4)CC3)cc2)cc1	-21	0%
O=C(O)CCN1C(=O)NC2(CCCC2)C1=O	·	?
Cc1ccc(CNC(=O)C(=O)NCC2OCCN2S(=O)(=O)c2ccc(C)cc2)cc1 (stereo not given)	9	9%
Cn1c(C(=O)NC2CC2)cc(=O)n(C)c1=O	2	0%
CCCCCc1c2c(cc(O)c1C(=O)O)OC(=O)c1c(cc(OC)cc1C(=O)CCCC)O2	·	?
CC(=O)Oc1ccc2nc(-c3cccs3)oc(=O)c2c1	-22	13%
Cc1cc(C)nc(SC2CCOC2=O)n1 (stereo not given)	·	?
Cc1[nH]c(-c2ccc3c(c2)OCO3)nc1C(=O)O	12	0%
OCCCNC(=S)Nc1ccc(Oc2ccccc2)cc1	·	?
CCOCCc1c(O)nc(SCC(=O)NCc2ccco2)[nH]c1=O	13	7%
COc1ccc(C(C(=O)NC2CCCC2)N(CCCO)C(=O)Cn2nnc(-c3ccc(C)o3)n2)cc1 (stereo not given)	13	i
CCOc1ccc(C(C)=O)cc1CSC(=N)N	1	3%
CCOc1ccccc1CN1CCC(CO)(CCOc2ccccc2)CC1	-16	-10%
O=C(C[N+]12CC[N+](CC(=O)c3ccc(F)cc3)(CC1)CC2)c1ccc(F)cc1	·	?
CC(NC(=O)CSc1nc2sc3c(c2c(=O)n1-c1ccccc1)CCCC3)c1ccccc1 (stereo not given)	1	-3%
N#CCC(=O)N/N=C/c1c2ccccc2cc2ccccc12	·	?
N#CCC1c2ccccc2CCN1C(=O)Nc1ccc(C(F)(F)F)cc1 (stereo not given)	·	i
O=S1(=O)CCC(NC(=S)Nc2ccc(Cl)cc2)C1 (stereo not given)	·	?
CCCCN(C(=O)c1ccc2ccccc2c1)c1c(N)n(CCCC)c(=O)[nH]c1=O	·	?
CCCN1CCc2nc(SCC(=O)Nc3ccc(C)c(Cl)c3)[nH]c(=O)c2C1	·	?
CCC(=O)N1CCc2cc(Br)cc(S(=O)(=O)N3CCC(C(=O)NC(C)C)CC3)c21	·	?
CC(=O)c1ccc(NC(=O)CSc2nc(=O)n3cccc(C)c3n2)cc1	·	?
C=CCNC(=O)/C(C#N)=C/c1c(N2CC(C)OC(C)C2)nc2ccccn2c1=O (stereo not given)	·	?
COc1ccc(N2CCN(c3ccc(Cl)nn3)CC2)cc1	-13	-1%[9.22 µM]
COc1ccccc1-c1ccc(Nc2ccc(C(=O)N3CCOCC3)cc2)nn1	2	1%
Cc1cccc(N2CCN(S(=O)(=O)c3ccc(-c4ccc(=O)[nH]n4)o3)CC2)c1C	·	?
Cc1ccc(NC(=O)CSc2nnc3ccc(-c4cccnc4)nn23)cc1	·	4%[0.0737 µM]
COc1ccc(CCNC(=O)CN2CCC(C(N)=O)CC2)cc1	11	1%
O=C1C2C3C=CC(C3)C2C(=O)N1c1cccc2ccccc12 (stereo not given)	·	i
O=C(NC1CC1)C1CCN(C2CCN(C(=O)CSc3ccccc3)CC2)CC1	·	?
Cc1cc(C(=O)Cn2cncn2)c(C)n1CCc1ccc(F)cc1	·	?
CSCCC(NC(=O)c1ccco1)C(=O)N1CC(C)OC(C)C1 (stereo not given)	0	12%
Cc1c(F)cccc1NS(=O)(=O)c1ccc2c(c1)c(=O)n(C)c(=O)n2C	·	?
CCSc1nc2sc3c(c2c(=O)n1-c1ccc(C)cc1)CCN(C)C3	·	?
CCC(C(=O)NC1CC(C)(C)NC(C)(C)C1)c1ccccc1 (stereo not given)	3	17%
CCc1cc2c(NCc3ccccc3)nc(C)nc2s1	·	?
O=C(N/N=C/c1ccc([N+](=O)[O-])o1)c1ccc(NS(=O)(=O)c2cccs2)cc1	-15	-15%
COC(=O)c1c(-c2ccc(OC)cc2)oc2ccccc12	·	?
CC(OC(=O)c1ccc(NC(=O)CC#N)cc1)C(=O)NC(=O)NC1CCCCC1 (stereo not given)	·	?
ONC(=Nc1ccc(Cl)cc1)c1ccccc1Cl	·	?
C=CCn1c(SCC(=O)NCC2CCCO2)nc2scc(-c3ccc(OC)cc3)c2c1=O (stereo not given)	·	?
O=C1/C(=C/c2ccco2)SC(=S)N1CC1CCCO1 (stereo not given)	·	?
Cc1c(C(=O)NCCn2ccc3ccccc32)cccc1[N+](=O)[O-]	-12	-21%
O=C(CC(C(=O)O)P(=O)(c1ccccc1)c1ccccc1)c1ccccc1 (stereo not given)	4	25%

Entries from the list above that have fluorine (8):
SMILES	Lipid storage S3 cell count max	Lipid storage S3
O=C1C(Cc2ccc(F)cc2)SC(=Nc2ccccc2)N1c1ccccc1 (stereo not given)	·	?
Cc1ccc(S(=O)(=O)N(C)c2ccccc2C(=O)Nc2c(F)cccc2F)cc1	·	?
O=C(C1=C[C@@H](c2ccc(C(F)(F)F)cc2)C[C@@H](OCCCCO)O1)N1CCN(Cc2ccccc2)CC1	·	?
O=C(O)c1ccccc1NS(=O)(=O)c1cccc(C(F)(F)F)c1	·	?
O=C(C[N+]12CC[N+](CC(=O)c3ccc(F)cc3)(CC1)CC2)c1ccc(F)cc1	·	?
N#CCC1c2ccccc2CCN1C(=O)Nc1ccc(C(F)(F)F)cc1 (stereo not given)	·	i
Cc1cc(C(=O)Cn2cncn2)c(C)n1CCc1ccc(F)cc1	·	?
Cc1c(F)cccc1NS(=O)(=O)c1ccc2c(c1)c(=O)n(C)c(=O)n2C	·	?

Complete entries, quoted from the list. Order of screens: Lipid storage S3 cell count max	Lipid storage S3
`O=C(N/N=C/c1ccc([N+](=O)[O-])o1)c1ccc(NS(=O)(=O)c2cccs2)cc1` across the screens: -15	-15%
`O=C1/C(=C/c2ccco2)SC(=S)N1CC1CCCO1` (stereo not given) across the screens: ·	?

Carrying on:
SMILES	Lipid storage S3 cell count max	Lipid storage S3
COc1ccc(COCC(O)CN2CCCC(C(F)(F)F)C2)cc1 (stereo not given)	·	?
CCOC(=O)C1CCN(C(=O)c2cccc(S(=O)(=O)NCc3ccccc3)c2)CC1	·	?
CCCCOc1ccc(N(CC(=O)NC(C)(C)CC)C(=O)CCC(=O)Nc2ccccn2)cc1	·	?
COc1ccccc1OCC(=O)NC1CCSc2ccccc21 (stereo not given)	·	?
CC(=O)c1ccc(NC(=O)N2CCCC(C(=O)c3ccc4c(c3)OCO4)C2)cc1 (stereo not given)	-11	-3%

Assay outcomes (PubChem)
